# MITF inh: MITF inhibitors, primary screen, biochemical, AlphaScreen, human | AlphaScreen MITF homodimerization, bead proximity signal | inhibition, % at 2.6 µM | actives 0.91% (n = 650,000) | AID 1259374, 2018; in the data active means inhibition above about 50%;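 further: 0% = vehicle wells with protein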
# Target sequence (O75030 whole entry, looked up): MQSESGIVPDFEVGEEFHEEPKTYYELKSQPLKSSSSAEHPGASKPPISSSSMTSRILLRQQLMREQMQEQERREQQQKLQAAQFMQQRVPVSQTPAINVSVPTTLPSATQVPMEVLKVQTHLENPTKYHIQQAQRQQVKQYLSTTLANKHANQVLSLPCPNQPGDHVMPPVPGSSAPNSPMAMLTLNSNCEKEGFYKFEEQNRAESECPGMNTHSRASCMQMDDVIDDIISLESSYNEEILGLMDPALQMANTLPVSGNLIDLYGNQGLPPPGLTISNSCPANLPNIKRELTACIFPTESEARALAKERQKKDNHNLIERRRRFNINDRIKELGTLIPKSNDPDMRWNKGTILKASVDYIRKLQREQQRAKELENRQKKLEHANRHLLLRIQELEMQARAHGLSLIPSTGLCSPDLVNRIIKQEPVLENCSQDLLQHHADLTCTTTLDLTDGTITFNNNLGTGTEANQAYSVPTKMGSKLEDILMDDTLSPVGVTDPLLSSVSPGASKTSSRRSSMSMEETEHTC
# FBW7 act: FBW7 E3 ligase activators, primary screen, biochemical, AlphaScreen, human. F-box/WD repeat-containing protein 7 (Homo sapiens), Q969H0. AlphaScreen FBW7–phospho-cyclin E peptide binding, activator screen. normalized activity (activation), % at 26.1 µM. actives 0.13% (n = 650,000). AID 1259310, 2017; in the data active means normalized activity above about 1.9%;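 further: purified mutant Fbw7 with reduced substrate affinity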
# TEAD-YAP block: TEAD-YAP interaction inhibition, primary screen, TEAD-YAP interaction inhibitor project, luminescence, HEK-TIYL cells. TEAD-Gal4/YAP UAS-luciferase luminescence. inhibition, % at 9.12 µM. actives 1.4% (n = 640,000). AID 1259422, 2018; in the data active means inhibition above about 32%;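 further: 0% = median of test compound wells and 100% = reference inhibitor wells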
# GPR151 ag: activators of human GPR151, primary screen, cell-based, PathHunter beta-arrestin, luminescence. PathHunter beta-arrestin GPR151 cells. actives 1% (n = 650,000). activation, % at 11.2 µM; in the data active means activation above about 4.9%;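 further: 0% = median of compound wells and 100% = cells with positive control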
# Target sequence (Q8TDV0 whole entry, looked up): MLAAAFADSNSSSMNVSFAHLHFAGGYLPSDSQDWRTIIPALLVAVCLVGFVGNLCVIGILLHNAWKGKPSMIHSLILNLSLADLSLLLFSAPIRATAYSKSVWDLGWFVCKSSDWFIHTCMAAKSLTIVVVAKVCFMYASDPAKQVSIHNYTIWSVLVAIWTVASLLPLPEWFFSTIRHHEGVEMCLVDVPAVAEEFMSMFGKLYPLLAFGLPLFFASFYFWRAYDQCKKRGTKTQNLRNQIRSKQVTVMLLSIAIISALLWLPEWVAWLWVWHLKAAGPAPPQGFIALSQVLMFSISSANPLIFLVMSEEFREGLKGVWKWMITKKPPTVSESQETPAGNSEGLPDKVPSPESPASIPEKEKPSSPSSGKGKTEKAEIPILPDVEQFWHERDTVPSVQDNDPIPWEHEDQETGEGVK
# An asterisk follows results filed as active.
SMILES,MITF inh,FBW7 act,TEAD-YAP block,GPR151 ag
O=C(Nc1cccc2ccccc12)c1cnc2n(c1=O)CCS2,12.3,0.3,-13.9,-0.6
CC1(C)CC(=O)C2=C(C1)N(c1cccc(O)c1)C(=O)CC2c1ccccc1 (configuration not stated),26.1,-0.2,-3.0,-1.6
Cc1ccc(-n2nnnc2SCC(=O)N2C(C)CCCC2C)c(C)c1 (configuration not stated),8.5,0.0,-2.0,-0.8
N#CC1=C(N)Oc2n[nH]c(-c3ccc4c(c3)OCO4)c2C1c1cccc(Cl)c1Cl (configuration not stated),-9.8,-0.2,-6.9,-1.9
Nc1c(C(=O)NCc2ccc3c(c2)OCO3)nnn1Cc1ccc(Br)cc1F,7.9,0.0,1.1,1.4
Cc1cnc(-c2ccccc2)nc1NCc1cccnc1,16.2,0.1,-8.2,0.1
Fc1ccc(Cn2nnnc2C(c2cccnc2)N2CCc3ccccc32)cc1 (configuration not stated),6.9,0.0,-1.2,-0.1
c1ccc2c(c1)oc1c(NC3CCCCC3)ncnc12,10.5,0.2,1.6,-0.8
CCOC(=O)C1=C(C)N=c2s/c(=C\c3cccc(OCc4ccccc4)c3)c(=O)n2C1c1ccc(Cl)cc1 (configuration not stated),11.5,0.5,-8.9,-2.6
CCOC(=O)C1(C)/C(=N/Nc2ccccc2)C(=O)C(=O)N1c1ccccc1 (configuration not stated),20.6,0.1,-7.0,-0.4
Cc1cccc(NC(=O)C2(c3cccs3)CCCC2)c1,-4.9,0.1,-14.6,0.3
COc1ccc(-c2csc(-c3ccc4c(c3)OCCO4)n2)cc1,-5.4,-0.1,-44.0,2.2
Cc1cc(C)cc(OCCCn2cc(/C=C3/C(=N)N4C=CSC4=NC3=O)c3ccccc32)c1,-1.7,-0.1,0.7,-1.0
CC(=O)NCC1Cc2cccc(-c3ccccn3)c2O1 (configuration not stated),13.6,-0.3,-15.6,1.0
O=C(Nc1cc(Cl)ccc1O)c1cc2nc(-c3ccc(Cl)cc3)cc(C(F)(F)F)n2n1,0.2,-0.1,-1.9,0.3
Cc1nc2ncccc2c(=O)n1-c1cccc(NC(=O)CCC2CCCCC2)c1,-1.7,-0.1,-9.2,1.2
CCN(CC(O)Cn1cc(/C=N/O)c2ccccc21)S(=O)(=O)c1ccc(C)cc1 (configuration not stated),0.8,-0.2,5.9,-0.4
CC1=C(C(=O)OCCOc2ccccc2)C(c2cccc(OCc3ccccc3)c2)C2=C(CCCC2=O)N1 (configuration not stated),0.9,0.1,6.2,0.7
CCOCCCNC(=O)C1CC(=O)N(CCc2ccc(C)cc2)C1 (configuration not stated),-3.6,0.0,-1.5,-0.5
COc1cc(/C=C2\C(=O)NC(=O)N(c3ccc(O)cc3)C2=O)cc(Br)c1O,8.5,0.0,0.4,3.3
COC(=O)c1ccc(C2C3=C(CC(C)(C)CC3=O)N(c3ccc(OC)cc3OC)C3=C2C(=O)CC(C)(C)C3)cc1,4.0,0.8,-1.9,3.4
[O-][n+]1onc2c1CCc1c-2nc(-c2ccccc2)n1O,2.7,0.0,16.4,-0.7
O=C(CCNC(=O)Nc1cccc(Cl)c1)NCCOc1ccc(Cl)cc1,-2.5,0.2,4.2,-1.0
CCOC(=O)c1ccc(-c2ccc(/C=C3/C(=N)N4N=C(C5CCCCC5)SC4=NC3=O)o2)cc1,20.1,1.3,-4.5,-0.6
COCCOC(=O)C1=C(C)NC2=C(C(=O)CC(c3ccc(OC)cc3)C2)C1c1ccc(Cl)cc1 (configuration not stated),3.1,0.3,6.0,0.7
O=C1CCC(CCC(=O)NC23CC4CC(CC(O)(C4)C2)C3)(Cc2ccc3ccccc3c2)N1 (configuration not stated),-10.3,0.0,12.4,-0.3
CCOc1ccc2c(C)c(C(=O)O)oc2c1OCC,-0.6,0.1,1.1,2.8
Cc1ccccc1NC(=O)C(=O)NCCC1CCCCN1S(=O)(=O)c1ccc(F)cc1 (configuration not stated),-5.6,0.0,5.6,0.6
O=C(Cc1ccc(NC2=NC3CS(=O)(=O)CC3S2)cc1)NC1CCCCCCC1 (configuration not stated),-4.8,-0.1,-3.5,1.8
CCOC(=O)c1ccc(NC(=O)CSc2nnc(-c3cc(OC)cc(OC)c3)o2)cc1,7.6,-0.1,3.2,-0.8
COc1ccc(CCNC(=O)C(C)N(c2ccccc2)S(C)(=O)=O)cc1 (configuration not stated),10.2,0.1,-2.6,0.0
Cc1ccc(-c2nnc(Nc3ccc4c(c3)OCO4)c3ccccc23)cc1S(=O)(=O)NCCO,-8.9,-0.4,11.4,-0.5
O=C(Nc1ccc(-c2ccco2)cc1)C1CCCN(Cc2ccccc2O)C1 (configuration not stated),6.0,-0.1,-30.1,3.4
NS(=O)(=O)c1ccc(CCNCc2ccc(Cl)cc2Cl)cc1,8.8,0.1,4.0,3.8
COC(=O)c1cccc(NC(=O)C(C)Oc2cccc(Br)c2)c1 (configuration not stated),9.2,0.1,-3.4,0.6
Cc1ccc(-n2cc(-c3ccccc3)[nH]c2=S)cc1,2.0,-0.2,-23.6,-1.5
CSCCC(=O)N1Cc2cc(C)ccc2OC(C)C1 (configuration not stated),-5.5,-0.1,5.6,-0.3
NC(=O)c1cc(N2CCOCC2)nc2ccccc12,6.5,0.1,-1.5,-2.0
O=C(COc1ccccc1)Nc1nnc(SCC(=O)N2CCCc3ccccc32)s1,-3.8,0.0,2.4,-0.1
CCOC(=O)c1ccc(N2NC(=O)/C(=C/c3ccc(OC(C)=O)c(OCC)c3)C2=O)cc1,-6.9,0.1,20.0,3.2
Cc1ccsc1CN1CCC(C(=O)N(CCO)Cc2ccccc2)CC1,15.2,0.1,3.9,-1.1
COC(=O)c1c(NC(=O)CCN2CCOCC2)sc2c1CCCC2,-2.1,0.1,4.6,0.2
CC(C)C(=O)Nc1nnc(-c2ccc(Cl)s2)o1,9.4,-0.1,-2.4,0.1
CN(C)CCNC(=O)C1CN(Cc2ccccc2)CCN1C(=O)NCc1ccco1 (configuration not stated),-15.9,-0.1,-3.3,1.6
COC(=O)c1c(NC(=O)c2cccs2)sc(C(=O)Nc2ccccc2F)c1C,-4.8,0.1,2.6,3.0
Cc1ccc(N/N=C/c2c(O)[nH]c(=S)[nH]c2=O)cc1,-9.6,-0.1,-57.3,-5.7
O=C(Nc1ncc(S(=O)(=O)c2ccc([N+](=O)[O-])cc2)s1)c1ccccc1Oc1ccccc1,-4.6,-0.1,-4.2,-0.4
CC(C)N(CCNc1nc(N2CCCC2CO)nc2nc[nH]c12)C(C)C (configuration not stated),5.4,0.0,7.3,-0.1
COc1ccc(S(=O)(=O)N2CCN(C(=O)C3CC3)CC2)cc1,17.4,0.0,1.1,-1.6
COc1cc(C(=O)N2CCN(S(=O)(=O)c3ccc(Br)cc3)CC2)cc(OC)c1OC,13.2,0.1,-6.7,3.4
O=C(Nc1ccc(S(=O)(=O)Nc2ncccn2)cc1)c1cccc2ccccc12,22.2,0.7,-1.1,0.2
O=C(CN1C(=O)C(=O)N(C2CCCC2)C1=O)NCCc1ccc(Cl)cc1Cl,1.0,-0.1,6.5,-1.2
Cc1cc2nc(N3CCCN(Cc4c(C)nc5sccn45)CC3)nc(C)c2cc1C,4.0,-0.2,32.4*,2.0
COc1cccc(OC)c1C(=O)Nc1ccc(S(=O)(=O)Nc2nccc(C)n2)cc1,-15.1,0.0,-3.6,2.7
CCN1C(=O)S/C(=C/C=C/c2ccccc2[N+](=O)[O-])C1=O,-10.3,-0.2,-9.4,-2.1
CN1C(=O)c2ccc(NC(=O)c3cccc(-c4cc5ccccc5oc4=O)c3)cc2C1=O,5.4,-0.1,7.0,0.6
CC(=O)Oc1ccc(C2=N/C(=C\c3cccs3)C(=O)O2)cc1,9.5,0.0,4.9,-2.6
CCOC(=O)CNC(=O)C(CC(C)C)NC(=O)C1CCCCC1 (configuration not stated),-1.2,0.0,8.3,1.8
O=C(COC(=O)c1ccc2c(c1)C(=O)N(c1ccc3c(c1)oc1ccccc13)C2=O)c1ccc(Br)cc1,2.9,-0.1,8.0,0.5
O=C(Nc1ccccc1C(F)(F)F)NC1(C(F)(F)F)Oc2ccccc2O1,3.2,-0.2,-24.0,0.5

# Going on with the list:
SMILES,MITF inh,FBW7 act,TEAD-YAP block,GPR151 ag
COc1ccc(Cl)cc1NC(=O)c1noc(C(C)C)c1[N+](=O)[O-],-2.2,-0.1,-2.9,-2.3
COc1ccc(-c2c(Nc3ccc(F)cc3)c(=O)c2=O)cc1,9.7,0.1,3.9,0.8
CCOC(=O)C1=C(C)N=c2s/c(=C\c3ccc(O)c(OC)c3)c(=O)n2C1c1ccccc1 (configuration not stated),-3.8,-0.5,1.7,1.3
NC(=O)C1CCN(Cc2ccc(OCC(O)CN3CCc4ccccc4C3)cc2)CC1 (configuration not stated),-0.7,0.1,2.5,0.5
O=C(/C=C/c1ccc(Cl)c([N+](=O)[O-])c1)Nc1cccc(NC(=O)c2ccco2)c1,17.2,0.6,-12.6,-0.2
COc1ccc(CNC(=O)c2cc([N+](=O)[O-])ccc2Cl)cc1,-3.3,-0.1,28.2,2.1
Cc1ccc(S(=O)(=O)N(C)CC(=O)Nc2ccc3ccccc3c2)cc1,10.0,0.6,25.4,2.1
N#C/C(=C\c1cccs1)c1nc(-c2cccs2)cs1,19.7,0.2,-72.2,-2.3
CCOC(=O)c1c(NC(=O)c2ccc(Cl)cc2Cl)sc2c1CCN(C(=O)OCC)C2,4.2,-0.1,1.1,-0.7
O=C(OCc1ccc(Br)cc1)c1ccc(O)cc1,15.3,0.7,-3.5,-1.2
CN1C(=O)/C(=C\c2ccc(OC(=O)c3ccco3)cc2)SC1=S,13.8,0.2,4.1,-0.7
COCc1nc2cccnc2n1C1CCN(C(=O)/C=C/c2cccc(F)c2)CC1,4.5,0.1,11.3,2.9
CCOC(=O)N1CCN(S(=O)(=O)c2cc(C)c(OC)cc2C)CC1,5.4,0.0,7.4,-0.8
CCN(CC)c1cc2c(cc1F)c(=O)c(S(=O)(=O)c1ccc(OC)cc1)cn2C,-0.7,0.0,2.7,0.8
CC(C)c1c(C#N)c(N)nc(SCC(N)=O)c1C#N,18.2,0.1,-4.2,0.3
O=c1n(Cc2ccccc2Cl)c2cc(N3CCOCC3)c([N+](=O)[O-])cc2n1Cc1ccccc1Cl,15.8,-0.3,-1.3,0.1
Cc1n[nH]c(C)c1CCc1nc2c3ccccc3nc(NCCC(C)C)n2n1,9.2,0.4,7.7,1.1
CN(C)c1ncc(CN2CCN(Cc3ccccc3)C(CCO)C2)s1 (configuration not stated),-2.1,0.4,-5.7,-0.8
O=C(Nc1ccc(Oc2ccc3ccccc3c2Cl)c(Cl)c1)c1ccc([N+](=O)[O-])cc1Cl,-1.1,0.0,4.2,0.4
Cc1ccc(-n2nc3c(c2NC(=O)c2ccccc2F)CSC3)cc1,-13.9,0.1,-2.3,-0.1
O=C(NCCNC(=O)c1ccccc1Br)c1ccccc1Br,-18.4,-0.1,-3.8,-0.7
CCN(CC)c1ccc(C2C(C(=O)Nc3ccc(C)cn3)=C(C)NC3=C2C(=O)CC(C)(C)C3)cc1 (configuration not stated),11.4,0.1,10.6,-1.4
COCC(=O)NC(c1nnc2n1CCN(C/C=C/c1ccc(O)c(OC)c1)CC2)C(C)C (configuration not stated),17.6,0.1,9.7,-1.5
COc1ccc(C2C(C(=O)Nc3cccc(Cl)c3)c3cc(OC)c(OC)cc3C(=O)N2C)cc1OC (configuration not stated),18.5,0.2,-14.7,-0.2
CCOc1ccc(C2=NC(c3ccc(Cl)cc3Cl)NC(c3cccc(OCC)c3O)C2)cc1 (configuration not stated),5.6,0.6,-3.4,-0.4
Fc1cccc(CNCc2cn[nH]c2-c2cccs2)c1,7.4,0.2,3.4,0.9
Cc1c(C(=O)N(C)Cc2ccccc2)sc2ncn(CC(=O)Nc3ccc(C(C)C)cc3)c(=O)c12,-1.7,0.0,7.5,0.0

# Gathered by group, the entries above with a thiophene ring, fused or not
SMILES,MITF inh,FBW7 act,TEAD-YAP block,GPR151 ag
Cc1cccc(NC(=O)C2(c3cccs3)CCCC2)c1,-4.9,0.1,-14.6,0.3
Cc1ccsc1CN1CCC(C(=O)N(CCO)Cc2ccccc2)CC1,15.2,0.1,3.9,-1.1
COC(=O)c1c(NC(=O)CCN2CCOCC2)sc2c1CCCC2,-2.1,0.1,4.6,0.2
CC(C)C(=O)Nc1nnc(-c2ccc(Cl)s2)o1,9.4,-0.1,-2.4,0.1
COC(=O)c1c(NC(=O)c2cccs2)sc(C(=O)Nc2ccccc2F)c1C,-4.8,0.1,2.6,3.0
CC(=O)Oc1ccc(C2=N/C(=C\c3cccs3)C(=O)O2)cc1,9.5,0.0,4.9,-2.6
N#C/C(=C\c1cccs1)c1nc(-c2cccs2)cs1,19.7,0.2,-72.2,-2.3
CCOC(=O)c1c(NC(=O)c2ccc(Cl)cc2Cl)sc2c1CCN(C(=O)OCC)C2,4.2,-0.1,1.1,-0.7
Fc1cccc(CNCc2cn[nH]c2-c2cccs2)c1,7.4,0.2,3.4,0.9
Cc1c(C(=O)N(C)Cc2ccccc2)sc2ncn(CC(=O)Nc3ccc(C(C)C)cc3)c(=O)c12,-1.7,0.0,7.5,0.0
